S1P1 ag pot: S1P1 (human) agonism or agonism potentiation | actives 0.57% (n = 56,000) | activation, % at 9.5 µM | AID 449 | P21453 | S1P1 CRE-bla cells, forskolin, beta-lactamase FRET, potentiator mode; S1P1 agonist co-added at EC20, 2 nM; 100% = saturating reference agonist, 0% = basal;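 active means activation above a cutoff set at the mean activation of all tested compounds plus 3 SD, cut at about 54% in these data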;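 further: forskolin at 4 µM as EC80 and the EC20 agonist is SEW2871; 100% = SEW2871 at its EC100 plus forskolin at EC80; some compounds past the cut are filed as inactive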
Target sequence (P21453 whole entry, looked up): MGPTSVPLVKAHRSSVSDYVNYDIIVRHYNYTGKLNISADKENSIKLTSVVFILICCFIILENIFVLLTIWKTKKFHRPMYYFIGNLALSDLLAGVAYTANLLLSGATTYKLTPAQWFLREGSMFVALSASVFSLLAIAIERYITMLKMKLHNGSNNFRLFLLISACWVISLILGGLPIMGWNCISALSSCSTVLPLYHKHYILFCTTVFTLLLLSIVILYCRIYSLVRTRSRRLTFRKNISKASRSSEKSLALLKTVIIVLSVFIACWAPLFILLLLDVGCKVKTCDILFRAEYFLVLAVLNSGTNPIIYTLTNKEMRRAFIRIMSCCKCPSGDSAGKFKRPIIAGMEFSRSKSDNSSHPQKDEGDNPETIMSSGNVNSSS
Jurkat viability: cytotoxicity toward Jurkat cells. AID 463. Jurkat E6.1 viability, ATP luminescence, 48 h. actives 1.2% (n = 56,000). inhibition, % at 4 µM;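 active means inhibition above the mean inhibition of all tested compounds plus 3 SD, cut at about 28% in these data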
HEK293 NFkB inh: lowers PMA/ionomycin-induced NF-kB signal in HEK293 cells; actives 0.21% (n = 62,000); HEK-293 NF-kB luciferase reporter, luminescence; inhibition, % at 3 µM;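 active means inhibition above the mean of all tested compounds plus 3 SD, cut at about 40% in these data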;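 further: 0% = stimulated DMSO wells and 100% = 10 µM reference inhibitor 5653914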
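Reagent: PMA plus ionomycin mix as NF-kB-activating stimulus. Assay system: NF-kB luciferase reporter HEK-293 cells. Technique: luminescence from luciferase substrate reagent. Incubation: 1 h compound pre-incubation, 16 h PMA/ionomycin at 37 °C. Benchmarks: DMSO only as uninhibited control, 10 µM reference inhibitor as full inhibition. Repeats: tested once.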
M1 ag: M1 muscarinic receptor agonism. CHO-M1 cells, Fluo-4 calcium fluorescence, agonist mode; stronger effect = higher value. B-score at 10 µM. actives 3% (n = 64,000). AID 626;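 active means fluorescence rise, raw or as B-score row- and column-corrected plate score, outside the 99.7% band of its plate's samples, either direction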
Ec RNAP inh: blocks E. coli RNA polymerase transcription. AID 559. actives 0.2% (n = 62,000). inhibition, %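 (tested at 10 µM)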. P0A8V2. fluorescence transcription assay; in the data active means inhibition above about 20%;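 further: 0% = enzyme without compound and 100% = no enzyme blank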
S1P3 ag: S1P3 (human) receptor agonism | actives 0.1% (n = 60,000) | AID 373 | S1P3 NFAT-BLA reporter cells, FRET ratio; relative to 1 µM S1P, basal subtracted | activation, % at 4.5 µM;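 active means activation above the screen-wide mean plus 3 SD, cut at about 4.5% in these data, passing the limit was not always enough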; further: some compounds called inactive have numbers as strong as hits
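Assay system: stable CHO line with human S1P3, Gα16, NFAT-BLA reporter; Detection: FRET β-lactamase substrate fluorescence, excitation 405 nm, 460/535 nm emission ratio, background-subtracted; Read-out: percent activation versus median 1 µM S1P response, basal-subtracted, per plate; Incubation: cells plated overnight, compound 4 h 37 °C, substrate 2 h RT.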
M1 antag: antagonists of rat M1 muscarinic receptor; actives 3.4% (n = 64,000); P08482; B-score at 10 µM; CHO-M1 cells, Fluo-4 calcium, ACh EC80 antagonist mode; stronger effect = lower value;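 active means calcium fluorescence response, raw or row-and-column corrected B-score, differing from the plate sample mean either way at a set confidence level, mostly lower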
TNAP act mid DEA: activators of human TNAP at intermediate phosphate acceptor; P05186; 64,000 tested, under 10 active; activation factor at 20 µM; purified TNAP, CDP-star luminescence, 100 mM DEA, 30 min; stronger effect = higher value; scale: 0 levamisole-inhibited, 1 vehicle-only enzyme;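 active means activation factor of at least 2 at 20 µM, relative to controls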
Target sequence (P05186 whole entry, looked up): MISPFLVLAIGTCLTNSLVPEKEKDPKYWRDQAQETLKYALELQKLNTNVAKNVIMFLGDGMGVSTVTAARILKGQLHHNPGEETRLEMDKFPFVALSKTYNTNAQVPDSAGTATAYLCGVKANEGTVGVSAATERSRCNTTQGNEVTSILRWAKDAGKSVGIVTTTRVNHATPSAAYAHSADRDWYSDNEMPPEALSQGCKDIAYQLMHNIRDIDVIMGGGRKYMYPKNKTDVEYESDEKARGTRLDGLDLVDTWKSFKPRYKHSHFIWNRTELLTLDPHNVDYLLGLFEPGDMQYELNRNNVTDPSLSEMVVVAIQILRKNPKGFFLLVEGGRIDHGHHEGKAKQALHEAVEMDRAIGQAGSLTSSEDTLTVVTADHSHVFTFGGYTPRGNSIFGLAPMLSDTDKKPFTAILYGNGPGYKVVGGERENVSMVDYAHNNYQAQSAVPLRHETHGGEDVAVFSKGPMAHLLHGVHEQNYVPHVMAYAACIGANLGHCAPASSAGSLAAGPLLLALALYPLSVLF
D1 allo mod: allosteric modulators of human D1 dopamine receptor; P21728; HEK293 D1, CRE-luciferase, dopamine EC30 potentiation; actives deviate in either direction; B-score at 10 µM; actives 5.9% (n = 58,000); AID 641;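 active means luminescence count or its row- and column-corrected plate score outside the 99.7% band of the plate's sample wells, on either side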
The depositor's hits bear a star; . = no result given.

SMILES	S1P1 ag pot	Jurkat viability	HEK293 NFkB inh	M1 ag	Ec RNAP inh	S1P3 ag	M1 antag	TNAP act mid DEA	D1 allo mod
C=CCOc1ccc(C2N3CC4(CC)CN2CC(CC)(C3)C4=O)cc1 (configuration not stated)	-7	-12	0	0.27	12	-0.9	0.13	0.9	-0.012
CCOC(=O)C1CCCN(C(=O)c2cc(Cl)ccc2Cl)C1 (configuration not stated)	0	-2	13	5.5*	.	-0.2	1.6	1	4.2*
CC(C)(Oc1ccc(Cl)cc1)C(=O)OCC(=O)N1CCCC1	.	.	14	0.76	2	.	0.063	0.9	0.0093
CCOc1ccc(NC(=O)CN2C(=O)C3CCCN3C2=O)cc1 (configuration not stated)	-6	-7	12	-0.59	-6	-0.3	-0.076	0.9	0.6
COc1ccccc1CNC(=O)C(NC(=O)C1CCCCC1)C(C)C (configuration not stated)	2	-3	7	0.31	4	0.8	0.52	1	-0.22
CCOC(=O)Cn1c(SC)nc2sc3c(c2c1=O)CC(C)(C)OC3	-5	.	.	0.62	.	-3.1	-0.0065	0.9	.
O=C1c2ccccc2S(=O)(=O)N1CC(O)Cn1c2ccccc2c2ccccc21 (configuration not stated)	14	3	10	-1.1	11	-1.4	0.056	0.7	-0.43
CCCCNS(=O)(=O)c1ccc2nc(SCC(=O)c3ccc(C#N)cc3)[nH]c2c1	13	1	11	-0.48	.	-0.2	0.54	0.9	-0.024
COc1ccc(-c2nn(-c3ccccc3)cc2/C=N/n2cnnc2)cc1OC	.	.	20	-0.42	6	.	-1	0.8	0.43
CC(=O)Nc1cccc(NC(=O)CCn2cnc3cc(C)c(C)cc32)c1	6	2	-12	0.28	7	-0.6	-0.052	0.9	-0.21
O=C1c2[nH]nc(-c3ccccc3O)c2C(c2cccc(Cl)c2)N1CC1CCCO1 (configuration not stated)	3	6	6	-0.63	8	-1.1	1.2	1.3	.
CCN(CC)CCCOc1nc(C)nc2c1oc1ccccc12	18	3	22	-0.17	-1	-0.4	0.12	1	1.5
COC(=O)C1=C(C)Nc2ncnn2C1c1ccc(C)o1 (configuration not stated)	-5	-6	11	8.3*	-11	-0.2	0.96	0.9	-0.096
Cc1cccc(S(=O)(=O)c2c(N)n(/N=C/c3cccnc3)c3nc4ccccc4nc23)c1	1	-5	19	-1.2	9	-0.7	0.01	0.9	0.76
Cc1ccccc1CN1CCNC(=O)C1CC(=O)O (configuration not stated)	15	8	3	-0.16	0	-1.0	-0.11	1	0.35
CCOc1ccc(S(=O)(=O)NC(C)(C)C)cc1-c1nc2c(C(C)(C)C)nn(C)c2c(=O)[nH]1	-47	.	.	-0.064	.	-3.1	0.66	0.9	4
O=S(=O)(c1cccc2ccccc12)N1CCSC1	-11	-1	15	-0.96	-1	-0.2	0.016	0.9	.
C(=N\n1cnnc1)/c1ccc(-c2ccccc2)cc1	-11	-11	8	0.45	1	-0.7	-7.4*	0.9	1.7
COc1ccc(NC(=O)CSc2nnc(Cc3cccn3C)n2-c2ccc(F)cc2)cc1OC	3	-1	9	-0.19	4	0.6	-0.14	0.8	-0.95
COc1ccc(C2(C(=O)Nc3ccc(C(=O)O)cc3)CCOCC2)cc1	.	3	11	1	7	-0.5	-0.098	1	0.9
O=C(NCC1CCCO1)c1cccnc1Nc1ccccc1F (configuration not stated)	-9	-1	10	-0.2	3	-0.6	0.085	0.9	.
CC(=O)NCC(=O)NC(C(=O)Nc1ccc2c(c1)OCCO2)c1ccccc1 (configuration not stated)	-11	-5	5	.	1	-0.4	.	1	-0.072
CCC(Sc1nc(C)cc(=O)[nH]1)C(=O)Nc1nnc(C)s1 (configuration not stated)	8	0	10	-0.28	5	-0.4	-2.5*	0.9	0.54
C=CCNC(=O)NC(=O)COC(=O)COc1ccc(Br)cc1F	-2	-2	7	0.29	11	1.6	0.83	0.9	0.13
O=C(CN(CCc1ccccc1)C(=O)CN1C(=O)COc2ccccc21)NCc1ccco1	-10	7	12	-0.91	9	-0.6	0.84	0.9	0.41
CCOc1ccc(N(C(C)=O)C2C=CS(=O)(=O)C2)cc1 (configuration not stated)	-17	6	-3	-0.81	8	-0.7	0.14	0.9	0.046
Cc1ccc(OCC(O)Cn2c(NCCc3ccccc3)nc3c2c(=O)[nH]c(=O)n3C)cc1 (configuration not stated)	-19	1	2	0.53	3	-0.8	-0.35	0.8	.
Cc1cccn2cc(-c3ccc(F)cc3)nc12	-31	4	-57	0.31	-11	-1.1	-0.068	1	-3.5
COc1ccc(-n2nc(C(=O)O)c3ccccc3c2=O)c(OC)c1	4	-5	7	-0.034	4	-1.9	-0.47	1	-0.86
COc1ccc(CCN2C(=O)c3cccnc3C2=O)cc1OC	-6	-1	9	-0.89	1	1.0	0.32	1	-0.053
Nc1nc(Nc2cccc3ccccc23)nc(C2CCCC2=O)n1 (configuration not stated)	3	0	3	0.34	6	0.0	-2.4	1	0.041
CCOC(=O)Cn1c(=O)oc2cc(S(=O)(=O)N3CCc4ccccc43)ccc21	14	4	-5	-2.3	4	-1.3	-3.7*	1	1.4
Cc1cc(Nc2ccc(Br)cc2)n2nc(C)nc2n1	-37	-6	9	2.4	9	0.4	2.2	0.9	-0.43
CCOc1ccc(CNC(=O)CCn2c(=O)oc3ccccc32)cc1	-14	-2	16	1.8	-2	-0.9	-0.48	1	5.4*
c1ccc(CSc2nnc(Cc3ccccn3)o2)cc1	10	0	5	-0.33	10	0.1	0.97	0.9	-0.076
CN1CCN(CCCCC(=O)c2ccccc2)CC1	-1	.	.	0.063	2	-3.8	0.23	0.8	-0.98
Cn1c(SCc2ccccn2)nnc1-c1cnccn1	-16	-1	7	-0.24	6	-1.5	-0.35	0.9	.
COC(=O)c1[nH]c2ccc(Cl)cc2c1NC(=O)CN1CCC(C(N)=O)CC1	-11	10	18	0.24	2	-0.9	0.87	0.9	0.61
CCN1CCN(C(c2ccccc2)c2sc3nc(C)nn3c2O)CC1 (configuration not stated)	0	5	7	0.11	3	-1.8	-0.078	1	-0.22
COc1ccc(C(=O)Cn2c(N3CCOCC3)nc3c2c(=O)n(C)c(=O)n3C)cc1	-20	-5	11	-0.068	4	0.0	0.7	0.9	0.09
Cc1nn(CCO)c2c1C(=O)CCC2	-2	.	.	-0.069	1	-2.3	-0.42	0.9	.
CSc1ccc(C2C(C#N)=C(N)Oc3c2ccc(=O)c2c(C)oc(C)c32)cc1 (configuration not stated)	8	-6	-4	7.2*	4	0.4	0.55	0.8	0.54
O=C(CSc1ncnc2c1oc1ccccc12)N1CCCc2ccccc21	65*	0	1	1.8	5	0.4	-2.3	0.9	-0.26
COc1ccc(C)cc1NC(=O)CN1CCN(S(=O)(=O)c2ccc(F)cc2)CC1	-21	-6	12	0.19	18	-0.6	-0.68	0.9	-0.45
CN(C)CCCOC(=O)CCc1ccccc1	-13	2	8	0.43	3	-1.4	-1.9	0.9	-0.028
O=S(=O)(c1ccccc1Cl)N1CCC(O)(c2ccc3c(c2)OCO3)CC1	36	4	8	-0.3	.	0.1	1	0.9	0.31
COc1ccc(C2/C(=C(/O)c3ccccc3)C(=O)C(=O)N2C)cc1 (configuration not stated)	-21	-1	3	-0.57	0	-1.0	0.41	1	.
NC(=O)c1c(N)sc(=S)n1CC1CCCO1 (configuration not stated)	-11	-6	16	-0.25	10	-1.0	-0.052	0.9	-0.1

Entries of single compounds as entered above. Values in the order: S1P1 ag pot | Jurkat viability | HEK293 NFkB inh | M1 ag | Ec RNAP inh | S1P3 ag | M1 antag | TNAP act mid DEA | D1 allo mod
`CSc1ccc(C2C(C#N)=C(N)Oc3c2ccc(=O)c2c(C)oc(C)c32)cc1` (configuration not stated) in the list: 8 | -6 | -4 | 7.2* | 4 | 0.4 | 0.55 | 0.8 | 0.54
`Cn1c(SCc2ccccn2)nnc1-c1cnccn1` in the list: -16 | -1 | 7 | -0.24 | 6 | -1.5 | -0.35 | 0.9 | .
`CN(C)CCCOC(=O)CCc1ccccc1` in the list: -13 | 2 | 8 | 0.43 | 3 | -1.4 | -1.9 | 0.9 | -0.028
`Cc1nn(CCO)c2c1C(=O)CCC2` in the list: -2 | . | . | -0.069 | 1 | -2.3 | -0.42 | 0.9 | .

Further compounds.
SMILES	S1P1 ag pot	Jurkat viability	HEK293 NFkB inh	M1 ag	Ec RNAP inh	S1P3 ag	M1 antag	TNAP act mid DEA	D1 allo mod
CCOC(=O)c1sc(NC(C)=O)cc1C	-10	-3	10	0.0052	5	-1.5	0.28	1	0.29
N#Cc1nc(-c2ccco2)oc1N1CCc2ccccc2C1	5	9	13	3.9*	2	0.4	0.73	0.9	3.7
Cc1cc(NC(=O)CN2CCC(n3nnc4cc(C(F)(F)F)ccc43)CC2)no1	1	4	16	0.31	-9	-1.4	0.27	1	0.51
COc1cc(NC(=O)c2nccnc2C(=O)O)cc(OC)c1	-23	-4	12	0.46	9	0.2	-0.18	0.8	-0.32
COC(=O)C1=CN(C)C=C(C(=O)OC)C1c1ccccc1Cl	.	-3	6	1.1	-31	3.5	-0.51	1	-0.62
CCC(C)NC(=O)c1cc(OC)c(OC)c(OC)c1 (configuration not stated)	2	-8	9	-0.21	-1	-0.2	0.064	0.9	0.29
Cc1ccc(C)c(Cn2cnc3c(cnn3C(C)(C)C)c2=O)c1	4	3	24	.	3	-1.6	.	.	-2.6*
OCCn1c(SCCOc2ccccc2F)nc2ccccc21	-41	2	10	0.54	.	0.0	0.51	.	1
O=C(CSc1nnc2ccccn12)c1ccc2c(c1)OCCO2	-19	-8	-50	-0.99	4	0.3	-0.87	0.9	-1.7
Cn1c(=O)oc2cc(S(=O)(=O)N3CCCC(C(=O)N4CCn5c4nc4ccccc45)C3)ccc21 (configuration not stated)	-20	-4	12	-0.12	2	0.0	-0.84	0.9	3.7
O=C(Nc1ccc2c(c1)OCO2)c1nn(-c2ccccc2)c(=O)c2ccccc12	.	.	13	0.76	-4	.	0.21	0.9	1.8
CC(=O)C1=C(O)C(=O)N(CCc2c[nH]c3ccccc23)C1c1ccc(O)cc1 (configuration not stated)	-14	7	-4	-0.19	3	-0.9	0.31	0.9	-0.23
O=C(Nc1cccc(-c2nnc(-c3ccccc3)o2)c1)C1CCCO1 (configuration not stated)	.	-1	-24	8.4*	-2	-0.5	-0.67	1	-0.32
Cc1cc(=O)n(CCC(=O)O)c2ccccc12	8	.	.	-0.44	8	-0.4	0.11	0.9	.
COc1cc(C2C3C(=O)N(c4ccc(F)cc4)C(=O)C3ON2c2ccccc2)ccc1O (configuration not stated)	-12	.	.	0.64	-9	-3.7	-0.72	0.9	-0.58
CC(=O)c1cccc(NC(=O)CC2Oc3ccc(C)cc3NC2=O)c1 (configuration not stated)	-6	6	6	1.4	-1	-0.6	-0.013	0.8	0.2
O=C(CN1CCN(Cc2ccccc2)CC1)Nc1ccc(Cl)cn1	8	3	-5	0.41	6	-1.3	-0.76	0.9	-0.7
O=C(Nc1ccncc1)c1ccc2c(c1)OCCO2	1	14	12	-1.7	6	-1.0	-0.53	0.9	-0.45

Assay outcomes (PubChem)
